From PubChem BioAssay
LYP inhibition: inhibitors of LYP phosphatase, biochemical, fluorescence intensity, uHTS (AID 1779). inhibition, % at 11.5 µM, or IC50 in µM where a hit was titrated. 290,000 tested, 0.054% active. recombinant LYP phosphatase, fluorescence intensity; higher % means a stronger effect; in the data active means inhibition above about 50%;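 further: plate controls were vehicle with enzyme for no effect and no enzyme for full effect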
Rac1 GTP hydrolysis: MgcRacGAP GTPase-activating activity inhibitors, confirmation, biochemical, ADP Hunter fluorescence | MgcRacGAP-stimulated Rac1 GTP hydrolysis, ADP Hunter fluorescence; higher % means a stronger effect; GST-tagged Rac1 F28L mutant substrate | inhibition, % at 30 µM, or IC50 in µM where a hit was titrated | 340,000 tested, 0.6% active;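 active means first-screen hits whose inhibition reached a set limit at any dose in the follow-up dose series; inconclusive means inhibition above the set first-screen limit but never retested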;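 further: fluorescence reports GDP produced by GAP-driven GTP hydrolysis; strong numbers were not always called active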
XIAP antagonists: small molecules displacing peptide from XIAP – biochemical, IAP family, fluorescence polarization (AID 1018). 200,000 tested, 0.007% active. XIAP BIR domain, fluorescence polarization peptide displacement; higher % means a stronger effect. displacement, % at 20 µM; hits with a dose series show IC50 in µM; in the data active means displacement above about 50%; further: a part of the inactive calls stands beside numbers as strong as those of hits
AID2073: inhibitors of Mint1-CaV2.2 protein interaction, biochemical, HTRF (AID 2073). HTRF protein-protein interaction, Mint1-CaV2.2; higher % means a stronger effect. 290,000 tested, 0.19% active. inhibition, % at 20 µM; hits with a dose series show IC50 in µM; in the data active means inhibition mostly above about 51%, no sharp cut-off; inconclusive means no clear call, values can overlap the other calls; inactive means mostly below about 53%; further: some results filed as inactive read as strong as hits
NS5 inhibitors: flavivirus cap methylation enzyme inhibition – biochemical, confirmation dose response, primary screen (AID 588689). Dengue-2 NS5 methyltransferase capping enzyme assay, biochemical; higher % means a stronger effect. inhibition, % at 25 µM; hits with a dose series show IC50 in µM. 340,000 tested, 0.3% active; in the data active means a potency from the dose series; inconclusive means inhibition above about 29% without an active follow-up result
Large T inhibition: TAg ATPase/helicase activity blockers – biochemical (AID 1903); inhibition, % at 20 µM; hits with a dose series show IC50 in µM; 310,000 tested, 0.39% active; SV40 large T antigen ATPase/helicase inhibition assay; higher % means a stronger effect; in the data active means a potency from the dose series; inconclusive means inhibition mostly from about 32% at the one dose, without a potency; inactive means the rest, 99 in 100 with inhibition below about 32%; further: strong numbers were not always called active
Siah-1 displacement: Siah-1 peptide-binding antagonists, primary screen, biochemical, fluorescence polarization, rhodamine-plectin, uHTS (AID 1817). Siah-1 / rhodamine-plectin peptide fluorescence polarization; higher % means a stronger effect. one-dose displacement, % at 20 µM; IC50 in µM for titrated hits. 290,000 tested, 0.02% active;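 active means displacement of at least 50% at 20 µM, with a fluorescence ratio check between 0.3 and a set limit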;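 further: plate controls were Siah plus tracer with DMSO for no effect and tracer alone without Siah for full effect; strong numbers were not always called active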
RSV antiviral HEp-2: inhibition of RSV-induced cytopathic effect – HEp-2 cells, primary 10 µM value included (AID 2391). HEp-2 cells, RSV-induced CPE inhibition; higher % means a stronger effect. CPE inhibition, % at 10 µM; hits with a dose series show IC50 in µM. 310,000 tested, 0.13% active; in the data active means a potency from the dose series; inconclusive means CPE inhibition mostly from about 23% at the one dose, without a potency; inactive means the rest, 99 in 100 with CPE inhibition below about 21%; further: strong numbers were not always called active
HIV peptide binding: cell-free HIV fusion peptide-binding blockers – biochemical, uHTS, fluorescence dequenching, primary screen (AID 1986) | 290,000 tested, 0.3% active | cell-free peptide binding, fluorescence dequenching, 30 min; higher % means a stronger effect | inhibition, % at 20 µM, or IC50 in µM where a hit was titrated; in the data active means inhibition mostly above about 52%, no sharp cut-off; inactive means mostly below about 76%; further: some results filed as inactive read as strong as hits
NS5 inhibitors pilot replicate: further read-out of NS5 inhibitors, marked with its call; inhibition, %; measured here: pilot screen replicate inhibition
* hit, by the source's call; ? = inconclusive; . = no result given; & = joins results of further samples. Not all compounds are listed, so the mix of outcomes need not match the whole.

SMILES	LYP inhibition	Rac1 GTP hydrolysis	XIAP antagonists	AID2073	NS5 inhibitors	Large T inhibition	Siah-1 displacement	RSV antiviral HEp-2	HIV peptide binding	others
O=C(CCc1nnc2ccc(NCc3ccccc3Cl)nn12)N1CCC2(CC1)OCCO2	-6%	12%	.	6%	0%	15%	3%	6.8%	1.0%
O=c1[nH]c(=O)n(CCc2ccccc2)c(O)c1/C=N/N1CCOCC1	-6%	12%	.	15%	-11%	19%	6%	3.4%	0.2%
CSc1ncc(/C=C2/C(=O)NC(=O)N(c3ccc(C(C)C)cc3)C2=O)cn1	3%	2%	-23%	10%	7%	22%	-5%	3.3%	7.8%
N#CC1=C(N)Oc2c(c(=O)oc3ccccc23)C1c1ccccc1OC(=O)c1cccs1 (configuration not stated)	0%	6%	-8.7%	10%	-3%	12%	40%	1.0%	22%
COc1ccc(CCn2c(O)c(/C=N/N3CCOCC3)c(=O)[nH]c2=O)cc1OC	-6%	.	.	4%	.	1%	-4%	2.1%	2.0%
CN1CCN(Cc2cc(C(C)(C)C)c(O)c(C(C)(C)C)c2)CC1	-10%	15%	1.4%	2%	-10%	-7%	3%	0.1%	-1.0%
CCOC(=O)C1(CCCc2ccccc2)CCN(C2CCCC2)CC1	0%	10%	-10%	20%	.	25%	-3%	-2.5%	-0.9%
CC/C(=N\NC(=O)c1ccccc1O)c1c(O)n(Cc2ccccc2)c(=O)[nH]c1=O	1%	13%	.	18%	-12%	18%	-1%	-0.7%	48%
O=C1NC(=S)NC(=O)C1=Cc1cccn1-c1ccc(O)cc1	-1%	?	-7.1%	9%	34µM*	30µM*	59%	.	27%
CCOc1ccc(NC(=O)c2c(C)nn(Cc3ccccc3)c2Cl)cc1	-5%	9%	-5.8%	12%	-6%	-2%	1%	2.5%	-0.6%
CCOC(=O)C1(c2ccccc2)CCN(CC(=O)Nc2ccc(C)cc2)CC1	-4%	4%	-6.9%	-6%	-4%	2%	0%	11%	-1.1%
CCOC(=O)CCN=Cc1c(O)n(-c2ccc(Br)cc2)c(=O)[nH]c1=O	-1%	6%	-22%	-5%	-3%	13%	-2%	0.7%	8.8%
Cc1nc2cc(-c3cccc(F)c3)nn2c(C)c1CCC(=O)N1CCC2(CC1)OCCO2	-2%	4%	-14%	7%	-11%	12%	0%	3.5%	0.8%
Cc1cc(Oc2ccc(C(F)(F)F)cc2[N+](=O)[O-])c2c3c(c(=O)oc2c1)CCC3	-3%	-4%	2.1%	0%	5%	0%	8%	1.2%	-0.4%
c1cc(CNCCc2ccc3c(c2)OCO3)ccn1	-10%	31%	.	10%	-2%	5%	6%	-0.8%	-0.7%

Random excerpt: two records from the list.
SMILES	LYP inhibition	Rac1 GTP hydrolysis	XIAP antagonists	AID2073	NS5 inhibitors	Large T inhibition	Siah-1 displacement	RSV antiviral HEp-2	HIV peptide binding	others
O=C(CCc1nnc2ccc(NCc3ccccc3Cl)nn12)N1CCC2(CC1)OCCO2	-6%	12%	.	6%	0%	15%	3%	6.8%	1.0%
CCOC(=O)C1(c2ccccc2)CCN(CC(=O)Nc2ccc(C)cc2)CC1	-4%	4%	-6.9%	-6%	-4%	2%	0%	11%	-1.1%

The list goes on.
SMILES	LYP inhibition	Rac1 GTP hydrolysis	XIAP antagonists	AID2073	NS5 inhibitors	Large T inhibition	Siah-1 displacement	RSV antiviral HEp-2	HIV peptide binding	others
COc1ccccc1OP(=O)(Nc1ccc(Br)cc1)Oc1ccccc1OC	-9%	-6%	.	-4%	-3%	8%	1%	2.4%	1.6%
N=c1sccn1Cc1ccccc1F	-3%	-5%	.	6%	3%	3%	1%	0.2%	0.8%
CCn1cc(C(=O)O)c(=O)c2ccc(C)nc21	-3%&-5%	-1%	-7.8%	1%&19%	0%	2%&11%	0%&-1%	3.0%	-1.4%&1.2%
CC(Cc1ccccc1Sc1ccccc1O)N(C)C (configuration not stated)	-4%	-1%	-6.6%	6%	3%	3%	1%	-2.3%	4.4%
CN(C)CCSCc1nnc2n1-c1ccc(Cl)cc1C(c1ccccc1Cl)=NC2	.	14%	.	.	2%	9%	.	0.0%	.
CCCCN1C(=O)/C(=C/c2ccc(N(C)C)cc2)C(=O)N(Cc2ccco2)C1=O	6%	28%	9.2%	21%	-70%	48%	-1%	3.2%	106%
Clc1cccc(Cl)c1C1N2CCCN12 (configuration not stated)	-13%	7%	-6.5%	1%	2%	10%	3%	0.6%	-2.9%
CCOc1nc(NC(C)C)nc(N2CC3CC(C2)c2cccc(=O)n2C3)n1 (configuration not stated)	3%	2%	-5.6%	-7%	-11%	4%	-3%	0.2%	0.1%
C/C(=N\Nc1cccc2ccccc12)c1c(O)n(Cc2ccccc2)c(=O)[nH]c1=O	-4%	11%	-0.5%	1%	-1%	-1%	-1%	-0.1%	35%
CCCN1CCC2(CC1)NC(CO)(CO)CO2	-4%	12%	-0.8%	6%	1%	-2%	-2%	3.8%	0.3%
Clc1ccccc1Nc1ncnc(-n2cccc2)n1	0%	5%	-2.1%	2%	-8%	2%	-4%	1.8%	-0.6%
COc1cc(C(c2c(C)[nH]n(-c3ccccc3)c2=O)c2c(C)[nH]n(-c3ccccc3)c2=O)cc(OC)c1OC	-1%	24%	-4.9%	6%	38µM*	0%	-1%	0.6%	5.9%
CN1CCN(c2ccc([N+](=O)[O-])c(Sc3nncn3C)c2)CC1	6%	-4%	-2.6%	-12%	0%	10%	-3%	-0.5%	-0.4%
CC(C)c1cccc(C(C)C)c1O	.	6%	.	.	0%	4%	.	-1.0%	.
Cc1cc(C)c(-n2c(O)c(/C=N/NC(=O)c3ccncc3)c(=O)[nH]c2=O)c(C)c1	0%	.	.	7%	.	5%	-2%	6.4%	19%
CCCCCCCCN=Cc1c(O)[nH]c(=O)[nH]c1=O	-8%	.	.	11%	.	4%	-3%	3.6%	0.0%
CNC(=O)Oc1cccc2ccccc12	-13%	6%	.	-23%	8%	11%	-7%	1.6%	-1.5%
CC/C(=N\NC(=O)c1ccccc1O)c1c(O)n(C2CCCCC2)c(=O)[nH]c1=O	-8%	11%	.	10%	5%	11%	-4%	16%	51%
CCn1c(O)c(/C=N/NC(=O)c2ccccc2)c(=O)n(CC)c1=S	-2%	.	.	-2%	.	21%	-3%	.	32%
O=C(CN1CCOCC1)c1ccc(Br)cc1	-8%	14%	.	-6%	-7%	3%	4%	0.6%	-0.6%
COc1ccc(C2SCC(=O)Nc3c2c(C)nn3-c2ccccc2)cc1 (configuration not stated)	-5%	4%	-2.0%	6%	-1%	17%	0%	0.2%	1.4%
O=C(COC(=O)c1ccc(O)cc1)Nc1ccc(Cl)cc1C(=O)c1ccccc1	2%	10%	-1.3%	11%	-9%	2%	7%	1.0%	1.0%
CCN1C(=O)NC(=O)/C(=C/c2cc(C)n(-c3sc(C)c(C)c3C#N)c2C)C1=O	-4%	30%	-10%	23%	17%	?	-2%	11%	28%
COC(=O)c1c(C)n(Cc2ccc3c(c2)OCO3)c2ccc(O)cc12	3%	8%	-2.4%	11%	2%	7%	-2%	7.2%	-3.4%
Cc1c(C=O)c2ccccc2n1Cc1ccccc1F	0%	2%	-3.8%	29%	4%	12%	0%	-1.1%	-0.4%
O=C1NC(=O)N(Cc2ccccc2Cl)C(=O)/C1=C/c1cccs1	-4%	9%	-6.2%	38%	9%	19%	7%	1.8%	18%
CCN(N=Nc1nonc1OC)c1nonc1OC	-2%	-7%	-3.8%	3%	5%	6%	7%	2.1%	1.1%
COP(=O)(OC)C(O)C(Cl)(Cl)Cl (configuration not stated)	1%	.	-6.9%	-3%	.	16%	2%	-1.1%	2.1%
CN(C)CCOC(=O)c1cn(Cc2ccccc2)c2ccccc12	-2%	17%	-21%	2%	-6%	2%	5%	-1.8%	-0.3%
O=Cc1c(C(=O)O)n(Cc2ccccc2F)c2ccccc12	-6%	-8%	.	14%	-2%	4%	-4%	0.0%	0.4%
NC(=O)Nc1cccc(C(F)(F)F)c1	-2%	2%	-1.5%	-2%	-4%	2%	2%	3.2%	2.8%	NS5 inhibitors pilot replicate=-1.5
CC(C)CN1CCN(Cc2ccc(F)cc2Cl)CC1CCO (configuration not stated)	-3%	4%	.	-9%	1%	13%	14%	-1.0%	-0.9%
O=C1NC(=O)C(=Cc2ccc(Oc3ccc([N+](=O)[O-])cc3)cc2)C(=O)N1	-1%	?	-9.2%	15%	35µM*	5%	-1%	2.5%	1.0%
Cc1cccc(N2C(=O)NC(=O)/C(=C\c3ccc(N4CCOCC4)cc3)C2=O)c1	-5%	27%	.	7%	2%	23%	4%	0.3%	4.1%
c1cc2c(cc1[C@H]1OC[C@H]3[C@@H]1CO[C@@H]3c1ccc3c(c1)OCO3)OCO2	-7%	-4%	.	7%	-1%	13%	-1%	-1.0%	-2.3%

14 entries from above, ordered by molecular weight, lowest first.
SMILES	LYP inhibition	Rac1 GTP hydrolysis	XIAP antagonists	AID2073	NS5 inhibitors	Large T inhibition	Siah-1 displacement	RSV antiviral HEp-2	HIV peptide binding	others
NC(=O)Nc1cccc(C(F)(F)F)c1	-2%	2%	-1.5%	-2%	-4%	2%	2%	3.2%	2.8%	NS5 inhibitors pilot replicate=-1.5
COP(=O)(OC)C(O)C(Cl)(Cl)Cl (configuration not stated)	1%	.	-6.9%	-3%	.	16%	2%	-1.1%	2.1%
Cc1c(C=O)c2ccccc2n1Cc1ccccc1F	0%	2%	-3.8%	29%	4%	12%	0%	-1.1%	-0.4%
CCN(N=Nc1nonc1OC)c1nonc1OC	-2%	-7%	-3.8%	3%	5%	6%	7%	2.1%	1.1%
O=C(CN1CCOCC1)c1ccc(Br)cc1	-8%	14%	.	-6%	-7%	3%	4%	0.6%	-0.6%
O=Cc1c(C(=O)O)n(Cc2ccccc2F)c2ccccc12	-6%	-8%	.	14%	-2%	4%	-4%	0.0%	0.4%
CN(C)CCOC(=O)c1cn(Cc2ccccc2)c2ccccc12	-2%	17%	-21%	2%	-6%	2%	5%	-1.8%	-0.3%
O=C1NC(=O)N(Cc2ccccc2Cl)C(=O)/C1=C/c1cccs1	-4%	9%	-6.2%	38%	9%	19%	7%	1.8%	18%
O=C1NC(=O)C(=Cc2ccc(Oc3ccc([N+](=O)[O-])cc3)cc2)C(=O)N1	-1%	?	-9.2%	15%	35µM*	5%	-1%	2.5%	1.0%
c1cc2c(cc1[C@H]1OC[C@H]3[C@@H]1CO[C@@H]3c1ccc3c(c1)OCO3)OCO2	-7%	-4%	.	7%	-1%	13%	-1%	-1.0%	-2.3%
COc1ccc(C2SCC(=O)Nc3c2c(C)nn3-c2ccccc2)cc1 (configuration not stated)	-5%	4%	-2.0%	6%	-1%	17%	0%	0.2%	1.4%
Cc1cccc(N2C(=O)NC(=O)/C(=C\c3ccc(N4CCOCC4)cc3)C2=O)c1	-5%	27%	.	7%	2%	23%	4%	0.3%	4.1%
CCN1C(=O)NC(=O)/C(=C/c2cc(C)n(-c3sc(C)c(C)c3C#N)c2C)C1=O	-4%	30%	-10%	23%	17%	?	-2%	11%	28%
O=C(COC(=O)c1ccc(O)cc1)Nc1ccc(Cl)cc1C(=O)c1ccccc1	2%	10%	-1.3%	11%	-9%	2%	7%	1.0%	1.0%
